High-throughput results (PubChem)
GALK inhibitor: qHTS Assay for Inhibitors of Human Galactokinase (GALK): NCGC Sytravon Library Screen. P51570. Potency, µM (top dose mostly 57.5 µM), for the others: top-dose activity, negative = inhibition, usual class: inhibitors. recombinant GALK, Kinase-Glo ATP luminescence, 1 h. AID 1347072, 2019. 44,000 tested, under 10 active;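 note: plate controls were full GALK reaction for no effect and reaction lacking GALK for full effect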
Target sequence (P51570 whole entry, looked up): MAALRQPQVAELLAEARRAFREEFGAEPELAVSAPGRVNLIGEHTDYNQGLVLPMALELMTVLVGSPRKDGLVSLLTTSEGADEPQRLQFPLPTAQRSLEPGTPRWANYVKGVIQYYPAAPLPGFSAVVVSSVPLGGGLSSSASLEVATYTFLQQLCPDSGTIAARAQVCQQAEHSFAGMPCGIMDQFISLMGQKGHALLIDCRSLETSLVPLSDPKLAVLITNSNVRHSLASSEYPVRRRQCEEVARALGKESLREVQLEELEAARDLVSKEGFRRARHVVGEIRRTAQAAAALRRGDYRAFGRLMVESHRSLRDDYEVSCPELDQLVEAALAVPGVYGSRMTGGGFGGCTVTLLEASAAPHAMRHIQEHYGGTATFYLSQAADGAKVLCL
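Luminescent ATP-depletion readout (Kinase-Glo Plus) after 1 h room-temperature incubation of human GALK (5 nM) with galactose 100 µM and ATP 35 µM, pH 8.0 HEPES/Mg2+ buffer; compounds tested in qHTS format.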
FH mod: Identification of activators of human fumarate hydratase by quantitative high-throughput screening. FH coupled MDH/diaphorase resazurin fluorescence, 15 min. Potency, µM (doses to about 79.9 µM), without a hit: top-dose activity change, negative = inhibition, usual class: inhibitors. hit rate 0.22% among 54,000; note: potency is the fitted concentration of half-maximal effect; % is set by controls: 0 for no effect and ±100 for the full control effect; the screen sought activators but most active calls are inhibition curves; nearly all actives have a fitted effect of over 45% in size
p53null 32C kill: qHTS Screen for Compounds that Selectively Target Cancer Cells with p53 Mutations: Cytotoxicity of p53 Null Cells at the Permissive Temperature; AID 903, 2007; hit rate 0.62% among 55,000; Potency, µM (highest dose often 46.1 µM), for inactives: top-dose activity change, negative = cytotoxicity, hits mostly cytotoxic; H1299-neo p53 null cells, ATP luminescence, 24 h, 32C;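 note: potency is the fitted concentration of half-maximal effect; 0% = DMSO only and -100% = full killing by 100 µM tamoxifen; nearly all actives have a fitted effect of over 55% in size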
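We seeded p53-null H1299-neo cells, incubated them overnight at 37C, and added compounds across a range up to 46 uM. After 24 hours at 32C, ATP reagent was applied for 20 min at room temperature and luminescence recorded.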
TSG101-PTAP inh: qHTS Validation Assay for Inhibitors of HIV-1 Budding by Blocking the Interaction of PTAP/TSG101: Sytravon Library Screen. Tumor susceptibility gene 101 protein (Homo sapiens), Q99816. AID 1347069, 2019. 44,000 tested, under 10 active. Potency, µM (top dose mostly 115 µM), for the others: top-dose activity change, negative = inhibition, usual class: inhibitors. Fluorescence polarization, FITC-PTAP peptide/Tsg101, 20 min; note: potency is the fitted concentration of half-maximal effect; 0% is about no effect
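The Tsg101 binding domain, at 10 uM final, is mixed with compound and a FITC peptide bearing the PTAP motif (50 nM final). After 20 min at r.t., polarization is measured; actives defined by CRC class, efficacy cut-off 60% inhibition.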
NTMT1 inhibitor: Primary qHTS for Inhibitors of N-terminal methyltransferase 1 (NTMT1): MTaseGlo Assay. NTMT1 MTase-Glo SAH luminescence, purified enzyme. Potency, µM (top dose mostly 114 µM), inactives show top-dose activity change, negative = inhibition, most hits filed as inhibitors. hit rate 2.5% among 59,000. AID 1645870, 2021;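 note: potency is the fitted concentration of half-maximal effect; plate controls were DMSO vehicle for no effect and no enzyme for full effect; nearly all actives have a fitted effect of over 65% in size; many of its hits are not listed in these tables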
Target sequence (Q9BV86 whole entry, looked up): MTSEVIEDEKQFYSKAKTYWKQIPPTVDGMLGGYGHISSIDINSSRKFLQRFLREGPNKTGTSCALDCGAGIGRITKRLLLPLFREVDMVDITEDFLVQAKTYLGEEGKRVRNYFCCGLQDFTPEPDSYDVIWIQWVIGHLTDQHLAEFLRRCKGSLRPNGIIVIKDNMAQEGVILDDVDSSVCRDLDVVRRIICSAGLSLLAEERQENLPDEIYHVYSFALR
p53null 39C tox: qHTS Screen for Compounds that Selectively Target Cancer Cells with p53 Mutations: Cytotoxicity of p53 Null Cells at the Nonpermissive Temperature; hit rate 0.97% among 55,000; AID 904, 2007; H1299 p53-null (neo) cells, 39C, ATPlite viability, 24 h; Potency, µM (highest dose often 46.1 µM), inactives show at the highest dose activity, negative = cell killing, hits mostly cytotoxic;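 note: potency is the fitted concentration of half-maximal effect; 0% = DMSO only and -100% = full killing by 100 µM tamoxifen; nearly all actives have a fitted effect of over 50% in size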
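H1299 lung cancer cells, p53-null (H1299-neo) or expressing p53 A138V (H1299-p53A138V), were plated overnight at 37C, then exposed to compounds at up to 46 uM for 24 hr at 39C. Viability was read by ATP-based luminescence.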
B2AR arrestin ag: qHTS assay of beta-arrestin-biased ligands of beta2-adrenergic receptor: NCGC Sytravon Library Screen; Beta-2 adrenergic receptor (Homo sapiens), P07550; HTLA Tango cells, beta-arrestin recruitment, luciferase luminescence, 18 h; Potency, µM (titrated, usually from 46.1 µM), inactives show top-dose activation, hits mostly activators; 44,000 tested, under 10 active; AID 1347077, 2019;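 note: potency is the fitted concentration of half-maximal effect; 0% = DMSO and full agonism = EC100 isoproterenol or metaproterenol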
Target sequence (P07550 whole entry, looked up): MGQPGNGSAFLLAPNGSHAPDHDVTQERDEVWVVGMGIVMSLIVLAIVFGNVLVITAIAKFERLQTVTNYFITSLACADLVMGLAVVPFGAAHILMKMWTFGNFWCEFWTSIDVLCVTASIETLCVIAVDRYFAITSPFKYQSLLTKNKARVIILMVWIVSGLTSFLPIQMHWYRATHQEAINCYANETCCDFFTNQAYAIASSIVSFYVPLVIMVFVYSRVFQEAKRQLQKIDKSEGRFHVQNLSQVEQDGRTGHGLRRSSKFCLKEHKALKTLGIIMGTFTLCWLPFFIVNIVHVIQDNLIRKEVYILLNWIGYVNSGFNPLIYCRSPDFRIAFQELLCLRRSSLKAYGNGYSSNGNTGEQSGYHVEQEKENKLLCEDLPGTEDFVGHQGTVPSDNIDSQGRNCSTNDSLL
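Tango cell line, 1% FBS DMEM; cpd titration up to 46 microM; 18 hr, 37 degrees C, 5% CO2. Luciferin/ATP substrate mix added, 15 min RT, luminescence. %Activity, CRC fitting, curve-class categorization.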
Numbers without * were called inactive; ? = inconclusive; . = no result given; & = joins results of further samples; [ ] = another dose, or the depositor's remark. Calls come from the whole dose curve; as a rule, active = well fitted curve in the direction sought with a large enough effect; inconclusive = small, poorly fitted or top-dose-only effect, or another doubt; inactive = no such curve, though single readings can be large; an effect the other way counts as inactive or inconclusive. The list is partial; rates above refer to the full screens.

| smiles | GALK inhibitor | FH mod | p53null 32C kill | TSG101-PTAP inh | NTMT1 inhibitor | p53null 39C tox | B2AR arrestin ag |
| --- | --- | --- | --- | --- | --- | --- | --- |
| CCSc1nc2sc3c(c2c(=O)n1-c1ccc(C)cc1)CCCC3 | 0.0% | 6.9% | -1.5% | 3.9% | 13.2% | -13.0% | 0.5% |
| CCOc1ccc(Cn2c(CNS(=O)(=O)c3cccc(Cl)c3)nc3cccnc32)cc1 | 2.3% | -4.2% | -2.8% | 0.7% | 13.3% | 14.2% | 0.3% |
| O=C(Nc1c(C(=O)O)oc2ccccc12)c1ccc(C(F)(F)F)cc1 | -0.1% | -23.3% | -24.7% | 0.6% | 13.4% | -2.4% | -0.3% |
| CCCCN(CC)CCNC(=O)C1CCCN(c2ncnc3onc(C)c23)C1 (centres undefined) | -5.1% | -11.8% | -0.8% | -2.9% | -3.2% | -2.1% | 0.5% |
| Cc1ccc(CNCc2ccccc2Cl)s1 | 5.8% | 14.3% | -17.1% | 0.5% | 2.0% | ? | 0.9% |
| COc1ccccc1N1CCN(C(CNC(=O)C(=O)NCCc2ccccc2)c2cccnc2)CC1 (centres undefined) | ? | -3.6% | 3.0% | -2.4% | 0.8% | -13.1% | 3.9% |
| Cc1ccc(-c2c(C)n3c4c(=O)n(C)c(=O)n(C)c4nc3n2-c2cccc(O)c2)cc1 | 0.3% | -18.4% | ? | -3.3% | -1.7% | ? | 0.4% |
| CCOc1ccccc1CNC(=O)c1ccc2c(c1)sc1nc(-c3ccccc3)cn12 | 0.4% | -7.3% | -3.4% | 0.7% | -11.0% | 21.3% | 0.4% |
| CCOC(=O)c1c(C)[nH]c(CCC(=O)NCc2cc(Br)ccc2OC)c1C | 1.2% | 0.4% | 4.0% | -6.9% | -11.9% | 21.3% | 0.9% |
| COc1ccc(NC(=O)Cn2nc(C(F)(F)F)c3c2CCCC3)cc1OC | 4.8% | -2.5% | -0.8%&-1.7% | -9.8% | 7.4% | -17.1%&5.5% | -0.1% |
| CCOC(=O)N1CCc2c(sc(NCc3cc(OC)c(OC)cc3OC)c2C(=O)Nc2ccc(OCC)cc2)C1 | -0.4% | -19.6% | -3.0% | -4.1% | 1.0% | 28.1% | 0.3% |
| CCn1c(=O)cc(OCC(=O)NCc2ccccc2Cl)c2ccccc21 | -1.8% | 1.8% | -2.2% | -12.2% | -9.3% | 10.7% | -1.8% |
| CCN(CC)S(=O)(=O)c1ccc2nc(NC(=O)c3ccccc3OC)sc2c1 | -1.5% | -16.2% | -18.9% | 0.7% | 2.1% | -6.2% | 0.2% |
| Cc1oc2ncn(CC(C)C)c(=O)c2c1C(=O)NCCCN1CCCCC1C (centres undefined) | 0.3% | -0.1% | 1.3% | -3.6% | -4.5% | -0.6% | -0.8% |
| CCOc1ccccc1NC(=O)COC(=O)CC(C)(C)CC1=NS(=O)(=O)c2ccccc2N1 | -1.4% | -2.6% | 14.2% | -1.9% | 5.4% | 4.5% | -1.7% |
| COc1ccc(-c2cc(-c3ccccc3)nc3c2COc2ccccc2-3)cc1 | 3.9% | -3.7% | . | -3.2% | 9.1% | . | 0.0% |

Only p53null 32C kill and FH mod (2 entries from above):
mol	p53null 32C kill	FH mod
CCN(CC)S(=O)(=O)c1ccc2nc(NC(=O)c3ccccc3OC)sc2c1	-18.9%	-16.2%
Cc1oc2ncn(CC(C)C)c(=O)c2c1C(=O)NCCCN1CCCCC1C (centres undefined)	1.3%	-0.1%

Next part:
| smiles | GALK inhibitor | FH mod | p53null 32C kill | TSG101-PTAP inh | NTMT1 inhibitor | p53null 39C tox | B2AR arrestin ag |
| --- | --- | --- | --- | --- | --- | --- | --- |
| Cc1ccc(CNC(=O)C2CCCN(c3ncnc4onc(-c5ccc(F)cc5)c34)C2)cc1 (centres undefined) | 0.8% | -17.1% | 3.0% | -2.3% | -21.8% | -11.9% | 0.0% |
| CCn1c(=O)c2cc(C(=O)NC3CCCCCC3)sc2c2ccccc21 | -1.5% | ? | 1.0% | -3.4% | -5.8% | -3.0% | -2.1% |
| CC1(C)CC(=O)c2cc(C(=O)Nc3ccccc3Cl)c(=O)n(-c3ccc(Cl)cc3)c2C1 | 1.6% | -16.4% | -12.1% | -2.2% | -10.1% | 8.7% | 8.3% |
| O=C(NCc1ccccc1)C(=O)NCC(c1ccco1)S(=O)(=O)c1cccs1 (centres undefined) | 0.2% | 3.9% | 3.8% | -1.3% | 3.7% | 10.0% | -3.7% |
| COc1ccccc1NC(=O)Cn1c(SCC(=O)Nc2ccc(F)cc2)nc2ccccc21 | -0.9% | 3.7% | -5.7% | 0.4% | -1.1% | -2.9% | 0.7% |
| O=C(CSc1nc2c([nH]c3ccccc32)c(=O)n1-c1ccc(F)cc1)N1CCCCCC1 | -0.8% | 4.6% | -6.8% | 0.0% | ? | 9.2% | 0.4% |
| COc1ccc(S(=O)(=O)N(Cc2nc(-c3cccc(C)c3)no2)C2CCCCC2)cc1 | -2.0% | -11.8% | -0.1% | -1.5% | 17.9% | 21.2% | -0.5% |
| Cc1cc(C)c(S(=O)(=O)N2CCN(Cc3ccc4c(c3)OCO4)CC2)cc1C | 0.0% | -17.5% | 4.2% | -2.2% | 5.7% | -3.0% | -0.2% |
| CCc1nn(-c2ccccc2)c2nc(-c3ccccc3OC)c3cc(OC)c(OC)cc3c12 | -2.6% | . | 5.6% | -0.1% | . | -13.0% | -0.4% |
| CN(C(=O)CSc1nc2ncccc2o1)c1ccc(F)cc1 | 0.1% | -4.6% | 9.8% | 0.8% | 6.4% | 5.1% | 0.2% |
| Cc1ccc(C(=O)c2cn(Cc3cccc(C)c3)c3nc(C)ccc3c2=O)cc1 | 1.9% | -15.3% | 43.3%[activator] | -2.4% | ? | 55.6%[activator] | 5.7% |
| CCn1c(=O)n(-c2ccc(F)c(Cl)c2)c(=O)c2c3c(sc21)CN(C(C)=O)CC3 | 1.7% | -3.1% | -9.2% | 0.4% | -4.3% | -13.4% | -2.0% |
| COc1ccc(N2CCN(C(=O)Cn3c(-c4cccs4)cc4ccccc43)CC2)cc1 | 0.5% | -35.1% | -10.4% | -0.1% | -12.8% | -17.0% | 0.0% |
| O=C(NCc1ccco1)c1ccc2c(c1)N(Cc1ccc(F)cc1)C(=O)c1ccccc1S2=O (centres undefined) | -1.4% | -14.2% | -2.4% | 0.6% | -0.4% | 9.9% | 0.1% |
| CCOC(=O)c1c(C)oc2c(Cl)cc(NS(=O)(=O)c3ccc(Cl)c(C)c3)cc12 | -3.8% | ? | 58.1%[activator] | 8.3% | 7.7% | 5.01µM* | 0.6% |
| O=C(NCCc1ccc(Cl)cc1)c1ccc2c(c1)nc1n2CCOC1 | 0.4% | -11.3% | 4.6% | 0.2% | ? | -28.9% | 0.6% |
| Cc1cccc(NC(=O)CSc2nc(-c3ccco3)nc3cc(=O)[nH]n23)c1 | -3.5% | -9.6% | 0.5% | -0.7% | 0.3% | -11.4% | 0.5% |
| Cc1cccc(-c2nc(CCNC(=O)c3ccc(Br)o3)cs2)c1 | 0.1% | 10.6% | 7.1% | -4.6% | -22.0% | -2.6% | 0.3% |
| Cc1cccc(-c2c3c(=O)n(C)c(=O)n(C)c3c3cnc4ccccc4n23)c1 | 2.6% | -17.5% | 1.9% | -1.3% | -2.0% | -10.4% | -0.2% |
| Cc1c(CNC2CCCCCC2)c(C(=O)O)c(C)n1Cc1cccc(Cl)c1 | 1.0% | -2.3% | 8.4% | 0.6% | 6.5% | -7.7% | -3.3% |
| COc1ccc(CNC(=O)CC2N=C3c4ccccc4N=C(SCC(=O)Nc4ccc(N(C)C)cc4)N3C2=O)cc1 (centres undefined) | 0.9% | 18.4% | -4.1% | -3.2% | 11.7% | -6.8% | -1.0% |
| COc1ccccc1C(=O)Nc1cccc(OCc2cc(=O)n3ccccc3n2)c1 | -1.0% | -23.6% | -3.6% | -1.1% | ? | -13.9% | -0.6% |
| COc1ccccc1CCNC(=O)C(=O)NCC(c1cccs1)S(=O)(=O)c1ccc(F)cc1 (centres undefined) | 1.1% | -3.7% | -1.2% | -1.1% | -1.6% | 20.0% | -1.7% |
| CCN(C(=O)CSc1ncc2c(n1)-c1cc(Cl)ccc1N(Cc1ccccc1)S2(=O)=O)c1cccc(C)c1 | 4.8% | 20.3% | 2.7% | -3.6% | -4.1% | -16.7% | -1.1% |
| CC1=Nc2cc(C(=O)N3CCCCC3)ccc2Sc2ccc(C)cc21 | 0.8% | -4.7% | 11.3% | -0.1% | -5.1% | -3.9% | 0.7% |
| CCn1c(SCC(=O)N2CCC(C)CC2)nnc1-c1ccccc1O | -3.4% | -2.1% | 4.3% | -6.1% | -9.9% | 6.2% | 7.5% |
| CCc1cccc(C)c1NC(=O)CSc1nnc(N)s1 | -0.6% | 8.6% | 3.9% | -2.4% | -5.3% | -15.2% | -0.3% |
| O=C(Nc1ccc(F)c(Cl)c1)C1CCCN1S(=O)(=O)c1ccc(F)cc1 (centres undefined) | -0.1% | -5.3% | 1.2%[9.22 µM] | -4.7% | 4.6% | 7.3% | 0.5% |
| Cc1cc(C)c(OCC(=O)N(Cc2ccc(N(C)C)cc2)CC2CCCO2)c(C)c1 (centres undefined) | -0.8% | -11.2% | 7.2% | -5.6% | -4.4% | ? | -2.0% |
| O=C(CSc1oc(-c2ccco2)nc1S(=O)(=O)c1ccc(Br)cc1)c1ccccc1 | 0.0% | -17.5% | 11.6% | -0.1% | ? | 59.0%[activator] | 0.5% |
| COc1ccc(C)cc1NC(=O)c1ccc2c(c1)N(Cc1cccc(Cl)c1)C(=O)c1ccccc1S2=O (centres undefined) | -1.2% | -15.1% | 5.5% | -1.6% | 5.9% | 16.6% | ? |
| CC(CNC(=O)CCS(=O)(=O)c1cc2c(cc1Cl)NC(=O)CO2)c1ccccc1 (centres undefined) | 5.7% | -3.3% | -3.4% | -4.8% | 4.5% | -16.5% | 2.1% |
| O=C(Nc1ccc(C(=O)N2CCN(c3ccccc3F)CC2)cc1)c1nsc2ccccc12 | -0.1% | -21.0% | -12.6% | -2.5% | ? | -19.6% | 0.1% |
| Cc1ccc(CNc2ncnc3c2cnn3-c2ccc(C)cc2C)cc1 | 2.0% | ? | 18.7% | -3.3% | 4.6% | 75.8%[activator] | -1.5% |
| Cc1scc(CN2CCN(c3ccccc3F)CC2)c1C | -5.6% | -7.2% | -10.5% | -4.2% | -0.4% | -18.3% | 3.3% |
| Cc1ccc(CNC(=O)CSc2c3c(nc4ccc(Cl)cc24)CCCC3)cc1 | -0.9% | 0.1% | 2.3% | 0.6% | 12.6% | -11.6% | -0.2% |
